From PubChem BioAssay
NR2E3 ag-1 – activates human photoreceptor nuclear receptor NR2E3; GST-NR2E3/biotin-RetCOR TR-FRET, 1536-well; inhibition of corepressor binding, % at 4.78 µM; 320,000 tested, 0.12% active; AID 2300;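 active = percent inhibition above the cutoff of mean plus 3 SD of all tested compounds, set per screening campaign, cut at about 20% in these data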;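 note: 0% = DMSO wells and 100% = biotin wells as full block of FRET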
Target sequence (Q9Y5X4 whole entry, looked up): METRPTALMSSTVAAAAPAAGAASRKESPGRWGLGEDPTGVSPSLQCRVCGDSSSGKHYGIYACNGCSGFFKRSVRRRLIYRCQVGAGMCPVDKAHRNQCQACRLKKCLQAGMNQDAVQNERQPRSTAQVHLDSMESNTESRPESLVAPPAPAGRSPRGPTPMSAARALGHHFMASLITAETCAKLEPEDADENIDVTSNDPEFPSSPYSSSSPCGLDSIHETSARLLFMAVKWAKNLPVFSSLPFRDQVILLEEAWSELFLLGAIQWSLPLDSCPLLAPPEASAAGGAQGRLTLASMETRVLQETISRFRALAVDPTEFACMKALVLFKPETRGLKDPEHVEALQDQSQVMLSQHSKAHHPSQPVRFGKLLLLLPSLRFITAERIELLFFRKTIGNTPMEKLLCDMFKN
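system = GST-tagged NR2E3 plus biotinylated RetCOR corepressor | input = 1.35 nM GST-NR2E3 | also added = 7 nM biotin-RetCOR | schedule = 5 h incubation at 4 °C | measured by = TR-FRET with europium anti-GST and streptavidin-D2, 340 nm excitation | read-out = percent loss of FRET ratio relative to control wells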
aDG glyco up – increases alpha dystroglycan glycosylation | Pro5-aDG cells, alpha-DG glycosylation AlphaScreen (IIH6); 0% Pro5, 100% B10-LARGE cell signal | activation, % at 10 µM | 360,000 tested, 0.22% active | AID 624168;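 active = activation of at least 8% versus controls, or a plate z-score of at least 8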;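 note: Pro5 are CHO cells carrying HIG-tagged alpha-DG that lacks glycosylation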
Peg3 promoter – reduces Peg3 promoter-driven luciferase expression in HeLa | inhibition, % at 20 µM | 360,000 tested, 1.7% active | HeLa PEG-Prom luciferase reporter, luminescence, overnight;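 active = inhibition of at least 50% at 20 µM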
TRPM1 prom inh – MITF TRPM1 promoter inhibition in SK-MEL-5 cells | AID 488899 | inhibition, % at 12.5 µM | 330,000 tested, 0.83% active | SK-MEL-5 TRPM1 promoter luciferase, 24 h;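 active = mean inhibition across replicates of 60% or more, whatever share of single replicates reaches that level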; note: values of inactives mirror those of a sister screen read the other way
Shn3 inh set2 – reduces Shn3 3'UTR luciferase signal in osteoblasts; AID 588674; 360,000 tested, 0.52% active; Clone20 osteoblast Shn3 3'UTR firefly luciferase, 24 h; inhibition, % at 12.5 µM;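 active = mean inhibition of at least 75% with every replicate also reaching 75%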;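 note: 0% = median of neutral control wells and 100% = pilot-screen positive control compound; some compounds past the cut are filed as inactive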
HIF-2a block – HIF-2a inhibition; 786-0 RCC cells HIF-2a reporter, luciferase luminescence, overnight; inhibition, % at 18.8 µM; 360,000 tested, 0.72% active; AID 624352;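 active = inhibition of the luminescence signal of 40% or more relative to plate controls, in a single-dose primary screen at 18.75 µM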
KKLEB tox – counter-screen for CF NF-kB inhibitors: cytotoxicity | activity change (cytotoxicity), % at 5 µM | KKLEB CF airway cells viability, ATPlite luminescence, overnight; stronger effect = lower value; cells stimulated with P. aeruginosa culture filtrate | 360,000 tested, 0.36% active;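 active = corrected activity change at or below -50% at 5 µM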
TWEAK Fn14 block – inhibitors of TWEAK-Fn14 interaction signaling; TWEAK-stimulated Fn14 reporter cells, luciferase luminescence, 8 h; inhibition, % at 10 µM; 360,000 tested, 2% active; AID 1159606; in the data active = inhibition above about 50%
NR2E3 ag-2 – agonists of human NR2E3 nuclear receptor; CHO-S Gal4-NCOR/VP16-NR2E3 two-hybrid, luciferase; AID 602229; inhibition of corepressor binding, % at 3.98 µM; 360,000 tested, 0.35% active;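 active = inhibition above the mean of all tested compounds plus 3 SD, cut at about 70% in these data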;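 note: 0% = DMSO with NR2E3 transfected cells and 100% = cells lacking NR2E3 construct; higher means lower luciferase signal from less NR2E3 corepressor binding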
hiPSC survival – enhancers of human iPSC single-cell survival; hiPSC single-cell survival, ATPlite luminescence; 100% = ROCK inhibitor wells, 0% = DMSO; survival enhancement, % at 20 µM; 360,000 tested, 0.044% active; AID 602274; in the data active = survival enhancement above about 18%;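 note: cells exposed to compounds for 16 hours before the ATP read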
CF NFkB inh – cystic fibrosis NF-kB activation inhibition. KKLEB NF-kB-GFP reporter, PAF-induced, GFP fluorescence overnight. inhibition, % at 5 µM. 360,000 tested, 0.86% active. AID 588850;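 active = at least 50% inhibition at 5 µM, scaled per plate between neutral and stimulator controls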;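 note: PAF is a Pseudomonas aeruginosa culture filtrate used as stimulus; plate controls were PAF-stimulated DMSO wells for no effect and unstimulated DMSO wells for full effect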
An asterisk follows results filed as active; . = not tested or not shown.

Sample of the layout (2 entries):
Each structure is followed by: NR2E3 ag-1	KKLEB tox	hiPSC survival	aDG glyco up	Peg3 promoter	Shn3 inh set2	TWEAK Fn14 block	NR2E3 ag-2	CF NFkB inh	HIF-2a block	TRPM1 prom inh
COc1ccc(S(=O)(=O)N2CCCCC2c2cc(C(=O)Nc3ccc(F)c(Cl)c3)no2)cc1 (centres undefined)
 : .	-6	-2.0	1.9	21	-20	15	-10	35	-22	.
NC(=O)C1CCN(C(=O)COCc2cc(-c3ccc4c(c3)OCO4)on2)CC1
 : 2	-4	-0.2	0.2	-34	-8	-4	-36	-8	-45	-10

All compounds of this part, from the start:
Each structure is followed by: NR2E3 ag-1	KKLEB tox	hiPSC survival	aDG glyco up	Peg3 promoter	Shn3 inh set2	TWEAK Fn14 block	NR2E3 ag-2	CF NFkB inh	HIF-2a block	TRPM1 prom inh
COc1ccc(S(=O)(=O)N2CCCCC2c2cc(C(=O)Nc3ccc(F)c(Cl)c3)no2)cc1 (centres undefined)
 : .	-6	-2.0	1.9	21	-20	15	-10	35	-22	.
NC(=O)C1CCN(C(=O)COCc2cc(-c3ccc4c(c3)OCO4)on2)CC1
 : 2	-4	-0.2	0.2	-34	-8	-4	-36	-8	-45	-10
C=CCNC(=S)N/N=C/c1ccc(-c2ccc(Cl)cc2Cl)o1
 : 1	3	-0.5	0.3	-45	27	-12	-36	-17	-146	-1
O=C(O)c1cscc1-c1cccc2ccccc12
 : .	2	1.6	-0.3	0	-8	2	-22	-7	14	.
Cc1cccc(-c2cc3nc4c(c(NCc5ccco5)n3n2)CCCC4)c1
 : -1	9	-1.5	0.3	-274	4	2	-100	-3	-370	-67
Cc1ccc(-c2nnc(CSc3nnc(COc4ccccc4)n3-c3ccc(C)cc3)o2)cc1
 : 1	11	-1.5	0.0	14	20	-16	-20	4	12	17
CCCCN(C)C/C(O)=C(\C#N)c1nc(-c2ccccc2)cs1
 : -2	-8	0.4	0.0	-8	-33	0	13	16	-29	-18
Cc1cccn2c(CN3CCNC(=O)CC3)c(C(=O)N(C)CCc3ccccc3)nc12
 : 2	1	0.1	0.2	19	11	-1	10	0	3	8
Cc1ccc(NC(=O)c2cc(C)nc3ccccc23)c(Br)c1
 : -1	-2	-0.3	0.1	-1	17	-16	-7	15	1	3
COc1cccc(CNC(=O)COC(=O)c2ccc(C(=O)c3ccccc3)cc2)c1
 : 5	-7	-0.6	0.0	10	-13	-18	-10	-19	1	-7
NC(=O)NC1CCCc2c1[nH]c1ccc(Cl)cc21 (centres undefined)
 : 5	-10	2.1	0.0	17	14	-32	-16	4	5	.
Cc1ccc(NC(=O)C(C)SCC(=O)Nc2ccc(F)cc2)cc1S(=O)(=O)N1CCOCC1 (centres undefined)
 : 1	-4	-0.6	-0.1	8	7	9	-34	10	17	3
OCC(CO)(CO)n1cnnn1
 : 0	6	0.9	-0.3	8	6	-25	-9	8	25	-6
O=C(C[n+]1ccc(C(=O)NCc2ccccc2)cc1)c1ccc2c(c1)OCCO2
 : 3	1	-0.2	0.0	-7	12	-11	-20	4	9	-5
O=C(CC1SC(N2CCOCC2)=NC1=O)Nc1ccc(Cl)cc1 (centres undefined)
 : .	-13	1.3	0.0	-1	-15	-11	-21	1	17	-1

Continuation:
Each structure is followed by: NR2E3 ag-1	KKLEB tox	hiPSC survival	aDG glyco up	Peg3 promoter	Shn3 inh set2	TWEAK Fn14 block	NR2E3 ag-2	CF NFkB inh	HIF-2a block	TRPM1 prom inh
CCOC(=O)C1(Cc2cccc(OC)c2)CCCN(C(=O)c2cc(C)on2)C1 (centres undefined)
 : 3	-7	-0.1	0.3	-156	-1	-31	-51	-9	-194	-28
COc1cccc(N2CCN(S(=O)(=O)c3cc4c(cc3C)N(C)CCO4)CC2)c1
 : 5	-15	3.1	-0.3	31	-2	-14	14	24	-3	.
Cc1cc(C)cc(NC(=O)c2ccc(NC3=NC4CS(=O)(=O)CC4S3)cc2)c1 (centres undefined)
 : 3	5	-1.5	-0.3	-3	-54	21	-25	5	19	.
O=C(CSc1ccc(Br)cc1)N1CCN(S(=O)(=O)c2ccccc2)CC1
 : 3	5	-0.3	-0.2	12	5	0	14	16	-4	-3
COc1ccc(S(=O)(=O)N2CCN(C(=O)CC3CC4CCC3C4)CC2)cc1 (centres undefined)
 : 0	-7	-0.1	0.0	7	10	3	20	15	15	9
O=C(c1cc2ccccc2oc1=O)N1CCN(S(=O)(=O)c2ccccc2)CC1
 : 3	11	0.0	-0.1	-2	-15	-6	8	11	5	-4
CCCCNc1nc2ccccc2n1CC(=O)Nc1c(C)cccc1CC
 : -2	-12	0.0	0.5	2	-15	0	10	0	17	10
COc1ccc(C(=O)N2CCOC2CNC(=O)C(=O)NCCc2ccccc2OC)cc1 (centres undefined)
 : 3	17	-0.6	-0.1	2	-37	-13	-35	-14	5	2
CCCn1c(N)c(N(CCOC)C(=O)CSCC(=O)Nc2cccc(C)c2)c(=O)[nH]c1=O
 : -5	3	-0.4	-0.3	3	3	-3	-17	-12	15	-3
COc1ccc2c(CC(=O)N[C@@H](Cc3ccccc3)C(=O)O)cc(=O)oc2c1
 : 1	-2	-0.6	-0.1	-1	-47	-16	-20	-5	13	10
N#C/C(=C/c1ccc(Br)o1)C(N)=O
 : 4	-2	2.0	0.3	-9	.	7	-26	5	0	15
Cc1cc(NC(=O)CSc2nc(N)c(NC(=O)c3ccc(F)c(F)c3)c(=O)[nH]2)no1
 : -1	0	-0.4	0.0	-10	1	3	-29	-1	-4	-3
CN(c1ccccc1)S(=O)(=O)c1cccc(NC(=O)c2ccc3ncsc3c2)c1
 : 2	0	0.2	0.9	57*	88*	76*	-2	1	9	16
Cc1ccc(NCCC#N)cc1C
 : 0	-4	2.6	0.0	12	-27	19	17	13	18	17
CC(=O)c1cccc(NC(=O)CSC(=O)c2ccccc2)c1
 : 1	11	-0.9	-0.4	0	-9	0	0	-8	-2	15

Next section.
Each structure is followed by: NR2E3 ag-1	KKLEB tox	hiPSC survival	aDG glyco up	Peg3 promoter	Shn3 inh set2	TWEAK Fn14 block	NR2E3 ag-2	CF NFkB inh	HIF-2a block	TRPM1 prom inh
NS(=O)(=O)c1ccc(CCNC(=O)c2cc(-c3ccco3)nc3ccccc23)cc1
 : -1	7	1.8	0.8	4	-7	6	25	7	3	-9
CNS(=O)(=O)c1cc(-c2nnc(N3CCOCC3)c3ccccc23)ccc1C
 : 3	6	-0.1	0.0	6	12	-1	0	6	14	5
Cc1nc(N2CCCCC2)c(C#N)c(C)c1[N+](=O)[O-]
 : 4	5	-0.5	0.1	-13	7	-12	7	9	7	3
COc1cccc(CNC(=O)CCC(=O)n2ncc3cc(C)ccc32)c1OC
 : 2	8	4.1	-0.2	-1	10	12	-6	-1	4	.
COc1ccccc1CN(C)CC(=O)Nc1cccc(S(=O)(=O)N2CCCCC2)c1
 : .	-10	0.3	0.6	15	52	-14	-19	11	15	11
CCN1CCN(CC(=O)Nc2ccc(Cl)c(Cl)c2)C(=O)C1=O
 : 6	-6	-1.1	0.1	0	2	-24	-33	0	10	-9
CC(C)CCn1nc(C(=O)OC(C)C(=O)NC(N)=O)c2ccccc2c1=O (centres undefined)
 : 1	-1	-1.0	0.3	0	-12	-8	9	-2	9	9
CCN(CC(=O)NCc1ccc(F)cc1)CC(=O)Nc1cc(S(=O)(=O)N(C)C)ccc1C
 : 1	-2	-0.5	-0.2	20	9	6	0	-9	0	8
C=C1c2ccccc2NC(=O)N1c1ccc(C)cc1
 : 3	0	-0.5	-0.1	-84	-29	-16	-53	-24	-154	-5
O=C(O)CCC(=O)Nc1cccc(-c2csc(-c3ccccc3)n2)c1
 : 1	5	-0.7	-0.1	-1	16	57*	15	14	83*	34
CC(=O)c1c[nH]c(C(=O)Nc2ccc(N3CCCCCC3)cc2)c1
 : -7	15	0.4	-0.2	-76	2	69*	-37	-22	-47	10
O=C(CNC(=O)c1cccs1)NCC(=O)OCc1ccccc1Cl
 : -2	9	0.9	0.0	-8	7	0	2	2	13	3
Cc1ccc(-c2csc3n[nH]c(=S)n23)cc1
 : -1	-13	-2.8	0.2	-12	14	13	-18	9	8	15
C=CCSc1nc2c(c(=O)[nH]c(=O)n2C)n1Cc1ccccc1
 : 0	0	1.2	-0.1	3	0	1	15	25	10	3
CC(CN1CCOCC1)OC(=O)Cc1ccc(Cl)cc1 (centres undefined)
 : 0	-2	-1.2	-0.1	4	-8	-10	16	15	7	2

Five entries picked at random from those above:
Each structure is followed by: NR2E3 ag-1	KKLEB tox	hiPSC survival	aDG glyco up	Peg3 promoter	Shn3 inh set2	TWEAK Fn14 block	NR2E3 ag-2	CF NFkB inh	HIF-2a block	TRPM1 prom inh
CC(=O)c1c[nH]c(C(=O)Nc2ccc(N3CCCCCC3)cc2)c1
 : -7	15	0.4	-0.2	-76	2	69*	-37	-22	-47	10
O=C(CNC(=O)c1cccs1)NCC(=O)OCc1ccccc1Cl
 : -2	9	0.9	0.0	-8	7	0	2	2	13	3
CC(CN1CCOCC1)OC(=O)Cc1ccc(Cl)cc1 (centres undefined)
 : 0	-2	-1.2	-0.1	4	-8	-10	16	15	7	2
CCN(CC(=O)NCc1ccc(F)cc1)CC(=O)Nc1cc(S(=O)(=O)N(C)C)ccc1C
 : 1	-2	-0.5	-0.2	20	9	6	0	-9	0	8
COc1cccc(CNC(=O)CCC(=O)n2ncc3cc(C)ccc32)c1OC
 : 2	8	4.1	-0.2	-1	10	12	-6	-1	4	.

Next part:
Each structure is followed by: NR2E3 ag-1	KKLEB tox	hiPSC survival	aDG glyco up	Peg3 promoter	Shn3 inh set2	TWEAK Fn14 block	NR2E3 ag-2	CF NFkB inh	HIF-2a block	TRPM1 prom inh
Cc1cc(C(=O)N/N=C/c2sc(N3CCOCC3)nc2-c2ccccc2)c(C)o1
 : 1	-4	2.5	-0.7	10	-12	6	-29	-34	-5	13
CN(C)C(=O)c1coc2nc3ccccc3nc12
 : 7	-3	0.5	-0.1	2	-16	2	15	16	0	7
CNc1oc(-c2cccs2)nc1C#N
 : 5	-9	-0.1	0.4	-36	-62	-1	9	20	-36	-7
CCOc1ccc(CCNc2nc3ccccc3n3cnnc23)cc1OCC
 : -3	1	0.0	0.1	-1	-9	-2	-11	9	-6	-7
Cc1c(NC(=O)CN(c2ccc(F)cc2)S(=O)(=O)c2ccccc2)c(=O)n(-c2ccccc2)n1C
 : -2	14	0.2	0.4	2	-2	-10	-11	-13	1	-6
CCN(CC)C(=O)C1=C(C)N(Cc2ccccc2)C(=O)C(CC(=O)NCCCCc2ccccc2)C1 (centres undefined)
 : .	-8	-2.9	0.3	7	-9	6	18	-3	12	.
COc1cc(S(=O)(=O)Nc2ccccc2)ccc1NC=O
 : 2	4	-0.5	0.1	9	4	7	2	7	12	23
